Source: PubChem (NCI)
Growth percent in the NCI-60 one-dose screen (48 h, 10 µM unless noted): 100 = growth as untreated, 0 = no growth, -100 = all killed.
HL-60(TB): HL-60(TB) leukemia cells | actives 9% (n = 78,000) | AID 1794776; active = growth percent below 10
Numbers without * were called inactive; & = joins results of further samples; [ ] = dose if it differs, or a comment. This is a subset (hit frequency here may not be typical).

Start of the data: the first 6 compounds as a preview:
How did COc1cc(/C(C)=C(\c2ccc(Cl)cc2)c2ccc(OCCN3CCCC3)cc2)ccc1F do in these assays?
HL-60(TB): 38

Results for O=S(=O)(NCCNc1nccc(-n2ccc3cccnc32)n1)c1cccc(C(F)(F)F)c1 ?
HL-60(TB): 108

Results for CC(=O)c1ccc2c(c1)CCC2 ?
HL-60(TB): 94&85

How did O=C(CNC(=O)c1cccc2ccccc12)Nc1ccccc1Oc1ccc(O)cc1 do in these assays?
HL-60(TB): -14*[5 µM]

Results for CC[C@H](C)C(=O)O[C@H]1CCC=C2C=C[C@H](C)[C@H](CC[C@@H]3CC=CC(=O)O3)[C@H]21 ?
HL-60(TB): -0.2*

How did COCCn1cc(-c2nc(-c3ccsc3)cs2)c2cc(F)ccc21 do in these assays?
HL-60(TB): 101

All compounds of this part, from the first entry:
How did COc1cc(/C(C)=C(\c2ccc(Cl)cc2)c2ccc(OCCN3CCCC3)cc2)ccc1F do in these assays?
HL-60(TB): 38

Results for O=S(=O)(NCCNc1nccc(-n2ccc3cccnc32)n1)c1cccc(C(F)(F)F)c1 ?
HL-60(TB): 108

Results for CC(=O)c1ccc2c(c1)CCC2 ?
HL-60(TB): 94&85

How did O=C(CNC(=O)c1cccc2ccccc12)Nc1ccccc1Oc1ccc(O)cc1 do in these assays?
HL-60(TB): -14*[5 µM]

Results for CC[C@H](C)C(=O)O[C@H]1CCC=C2C=C[C@H](C)[C@H](CC[C@@H]3CC=CC(=O)O3)[C@H]21 ?
HL-60(TB): -0.2*

How did COCCn1cc(-c2nc(-c3ccsc3)cs2)c2cc(F)ccc21 do in these assays?
HL-60(TB): 101

How did CCCCCCn1cc(COC(=O)[C@]2(C)CCC[C@]3(C)[C@H]4C[C@H]5C(C(C)C)=C[C@]4(CC[C@H]32)[C@@H]2C(=O)OC(=O)[C@@H]25)nn1 do in these assays?
HL-60(TB): 96

What do the screens show for `FC(F)(F)c1ccc(-c2ccc3c(c2)C2CC3CCN2Cc2ccccc2)cc1` (stereo not drawn)?
HL-60(TB): 82

How did CSc1ccc(OCc2nc3ccccc3n2-c2cccc(NC(C)=O)c2)cc1 do in these assays?
HL-60(TB): 101&114

How did COc1cc(C2NCC(=O)N2O)cc(OC)c1OC (stereo not drawn) do in these assays?
HL-60(TB): 99

How did C=C1C[C@@]2(C)C(CC[C@]3(C)C2CC=C2C4CC(C)(C)C[C@@H](OC(=O)/C(C)=C\C)[C@]4(C(=O)O)CC[C@]23C)C(C)(C)C1=O (stereo partly drawn) do in these assays?
HL-60(TB): -32*

Results for CNC(=O)OCCOC1CCC2(C)C(CCC3C2CCC2(C)C(C(C)CCCC(C)C)CCC32)C1 (stereo not drawn) ?
HL-60(TB): 103

What do the screens show for `CC(=O)CCC(=O)OCc1cc(=O)c(O)co1`?
HL-60(TB): 95

What do the screens show for `O=C(O)CC(C(=O)O)N1C(=O)CSC1=S` (stereo not drawn)?
HL-60(TB): 126

Results for O=C(O)C(Cc1cccs1)c1cccs1 (stereo not drawn) ?
HL-60(TB): 86

How did COCCNCC(O)Cn1c2ccc(Cl)cc2c2cc(Cl)ccc21 (stereo not drawn) do in these assays?
HL-60(TB): -43*

How did N#Cc1c(-c2cccs2)cc(-c2cnccn2)nc1SCC(=O)Nc1ccc(Cl)cc1 do in these assays?
HL-60(TB): 132

What do the screens show for `O=c1[nH]cnc2c1ncn2C1OCC(O)C(O)C1O` (stereo not drawn)?
HL-60(TB): 89

Results for Cc1ccc(C2N=C(N)NC(Nc3nn[nH]n3)=N2)cc1 (stereo not drawn) ?
HL-60(TB): 99

How did CC/C(Cc1ccccc1)=C(\c1ccc(OCCN2CCCCCC2)cc1)c1ccc(OC(=O)NCc2ccccc2)cc1 do in these assays?
HL-60(TB): 37

Results for CC(C)(C)OC(=O)NC(CCC(=O)NC(CSc1ccc([N+](=O)[O-])cc1[N+](=O)[O-])C(=O)NCC(=O)Oc1ccccc1C1CC(=O)c2ccccc2O1)C(=O)Oc1ccccc1C1CC(=O)c2ccccc2O1 (stereo not drawn) ?
HL-60(TB): 107

What do the screens show for `CC12CCC3(CCC(=O)NCCCNc4ccnc5cc(Cl)ccc45)[C@@](C)(OO[C@]3(C)O1)O2`?
HL-60(TB): 15

What do the screens show for `COc1ccc(C(=O)Nc2ccc(-c3cc(=O)c4c(OC)c(OC)c(OC)cc4o3)cc2)cc1`?
HL-60(TB): 88

How did COc1ccc(NCc2cccn2Cc2ccc(Cl)cc2)cc1 do in these assays?
HL-60(TB): 100

Results for O=C1OC(c2ccc(Cl)c(Cl)c2)C(=O)C1=O (stereo not drawn) ?
HL-60(TB): 98

What do the screens show for `CCCCCCCCCCCC(=O)NCCC[N+](C)(C)CC(=O)[O-]`?
HL-60(TB): 101

What do the screens show for `COc1ccc2sc3nc4nc5n(c(=O)c4c(=N)n3c2c1)-c1ccccc1Sc1ccccc1-5`?
HL-60(TB): 88

What do the screens show for `Cc1ncc2c(n1)-c1cnc(Nc3ccccc3)nc1CC2`?
HL-60(TB): 97

Results for COc1ccc(-n2c(-c3csc(NC(C)=O)n3)n[nH]c2=S)cc1 ?
HL-60(TB): 95

How did COC1=CC=CC2(OC)C3(O)CCCc4cccc(c43)N3C(=O)COC132 (stereo not drawn) do in these assays?
HL-60(TB): 99

Results for Cc1ccc(NC(=O)c2ccc(N3CCN(CCO)CC3)cc2)cc1NC(=O)c1coc2nc(N)nc(N)c12 ?
HL-60(TB): 82

How did CN(C)c1ccc(N=Nc2ccc(C(=O)O)cc2)cc1 do in these assays?
HL-60(TB): 87&74

What do the screens show for `O=C(COCc1c(-c2ccccc2)no[n+]1[O-])Nc1ccc(C(=O)/C=C/c2ccc(Cl)cc2)cc1`?
HL-60(TB): 115

What do the screens show for `CCO/C=N/C1=C(C#N)C(c2ccc(Cl)cc2)c2sc3c(C)cccc3c2O1` (stereo not drawn)?
HL-60(TB): -13*

Results for C#CCn1cc(C=C2C(=O)N(C)C(=O)N(C)C2=O)c2cc(Cl)ccc21 ?
HL-60(TB): 105

What do the screens show for `Cc1c(Br)c(=O)n(-c2ccccc2)n1C`?
HL-60(TB): 115

Results for CCSc1nnc(-c2cc3ccccc3oc2=O)o1 ?
HL-60(TB): 74

How did Nc1cc(=O)n([C@@H]2O[C@H](CO)[C@@H](O)[C@H]2O)c(=O)[nH]1 do in these assays?
HL-60(TB): 94

Results for COC(=O)c1[nH]cnc1/N=N/N(C)CCO ?
HL-60(TB): 86

What do the screens show for `c1ccc(-c2n(Cc3ccc4ccccc4c3)c3ccccc3[n+]2Cc2ccc3ccccc3c2)cc1`?
HL-60(TB): -49*

Grouped by structure, the compounds so far containing a COOH group
How did C=C1C[C@@]2(C)C(CC[C@]3(C)C2CC=C2C4CC(C)(C)C[C@@H](OC(=O)/C(C)=C\C)[C@]4(C(=O)O)CC[C@]23C)C(C)(C)C1=O (stereo partly drawn) do in these assays?
HL-60(TB): -32*

What do the screens show for `O=C(O)CC(C(=O)O)N1C(=O)CSC1=S` (stereo not drawn)?
HL-60(TB): 126

Results for O=C(O)C(Cc1cccs1)c1cccs1 (stereo not drawn) ?
HL-60(TB): 86

How did CN(C)c1ccc(N=Nc2ccc(C(=O)O)cc2)cc1 do in these assays?
HL-60(TB): 87&74

Going on with the list.
Results for Cc1noc(N)c1C(=O)Nc1ccc(C(F)(F)F)cc1 ?
HL-60(TB): 100

Results for S=c1[nH]cccc1-c1nnc2n1Nc1nc3ccc(Cl)cc3cc1CS2 ?
HL-60(TB): 104

How did COC(=N)N(Cc1ccccc1)Cc1ccccc1 do in these assays?
HL-60(TB): 116

Results for CCCCCCCCCCCCCC ?
HL-60(TB): 87

How did Cc1cc(=O)oc2c(C)cc(C(C)(C)C)cc12 do in these assays?
HL-60(TB): 90

Results for COc1cc2ncnc(Oc3ccc(NC(=O)Nc4ccc(C5(C#N)CCCC5)cc4)c4ccccc34)c2cc1OC ?
HL-60(TB): 73

What do the screens show for `CCSC1OC(C(COC(C)=O)OC(C)=O)C(OC(C)=O)C1NC(C)=S` (stereo not drawn)?
HL-60(TB): 105

How did CCS(=O)(=O)N(C)c1ccc(C(=O)N2CCN(c3cccc(Cl)c3)CC2)cc1 do in these assays?
HL-60(TB): 110

What do the screens show for `O=C1NCCc2c1c1ccccc1[nH]c2=O`?
HL-60(TB): 80

What do the screens show for `O=c1oc2ccc(Br)cc2c(=O)n1-c1ccc(Cl)cc1F`?
HL-60(TB): -33*

Results for Cc1ccc(N2C(=O)C3C(C2=O)C2(c4ccccc4)C(=O)C3(c3ccccc3)C(c3ccccc3)=C2c2ccccc2)cc1 (stereo not drawn) ?
HL-60(TB): 53

Results for O=C(Nc1ccc(C2=NCCN2)cc1)Nc1ccc(C2=NCCN2)cc1 ?
HL-60(TB): 83

Results for CC1C(=O)C(C)C(c2ccc(Cl)cc2)NC1c1ccncc1 (stereo not drawn) ?
HL-60(TB): 90

What do the screens show for `NC(=S)N/N=C(/C=C/c1cn(-c2ccccc2)nc1-c1ccc(Cl)cc1)c1cc2ccccc2oc1=O`?
HL-60(TB): 44

How did O=C1C=C(OCC=C(C(F)(F)F)C(F)(F)F)c2ccccc2C1=O do in these assays?
HL-60(TB): -30*

Results for CC(=O)C(Cc1ccc(CC(C(C)=O)C(C)=O)cc1)C(C)=O ?
HL-60(TB): 97

How did O=P(Oc1ccc(Cl)cc1)(N1CC1)N1CC1 do in these assays?
HL-60(TB): 96

What do the screens show for `C=CCOCCN(CC)CC`?
HL-60(TB): 108

Results for N#Cc1ncc(-c2cc(F)c(F)c(F)c2)c(NC2CCCCCC2)n1 ?
HL-60(TB): 108

What do the screens show for `Cc1cc(C)c(C(=O)Sc2ccccc2)c(C)c1`?
HL-60(TB): 81

What do the screens show for `CCC(C)(C(C#N)C(N)=O)C(C#N)C(N)=O` (stereo not drawn)?
HL-60(TB): 108

Results for CC(C)OC1OC(OC(C)C)C(OC(C)C)OC1OC(C)C (stereo not drawn) ?
HL-60(TB): 87

Results for Cc1cc2nc(C/C(=N/O)c3ccncc3)c(C/C(=N/O)c3ccncc3)nc2cc1C ?
HL-60(TB): 77

What do the screens show for `CC1(COC(=O)/C=C/c2ccc(O)c(O)c2)C(O)C(O)CC2(C)C1CCC1(C)C2CCC2C3C(C(=O)O)CCC3(C(=O)O)CCC21C` (stereo not drawn)?
HL-60(TB): 28

What do the screens show for `COc1cc(C)c(N)cc1N`?
HL-60(TB): 117

What do the screens show for `N#Cc1c(-c2ccc3c(c2)OCO3)c(C#N)c2c(C#N)c(N)nn2c1N`?
HL-60(TB): 90

Results for C[C@H](CCC(=O)NCc1ccc(C(=O)Nc2ccccc2N)cc1)[C@H]1CC[C@H]2[C@@H]3[C@@H](O)C[C@@H]4C[C@H](O)CC[C@]4(C)[C@H]3CC[C@]12C ?
HL-60(TB): 0.7*

Results for COc1ccc(Cn2cc(C(=O)N=Nc3c(O)[nH]c4cc(Cl)c(F)cc34)nn2)cc1 ?
HL-60(TB): 79

What do the screens show for `COc1ccc(NC([Se])=NC23CC4CC(CC(C4)C2)C3)cc1`?
HL-60(TB): -12*

What do the screens show for `CN(C1=N[C@]23CC(=O)CC[C@]2(C)[C@H]2CC[C@]4(C)C(=O)CC[C@H]4[C@@H]2C[C@@H]3S1)c1ccccc1`?
HL-60(TB): 85

What do the screens show for `CCn1c2ccccc2c2cc(C3CC3)ccc21`?
HL-60(TB): 97

How did COc1ccc(C2NC(=O)NC(C)=C2C(=O)OC(C)C)cc1OC (stereo not drawn) do in these assays?
HL-60(TB): 103

How did COc1cc(/C=C2/C(=O)N=C(NC(C)=O)N2C)ccc1OC(C)=O do in these assays?
HL-60(TB): 99

How did CN[C@@]12CC3(C=CC(=O)C=C3)O[C@]1(Cc1ccc(OC)cc1)N(C)C(=O)N2 do in these assays?
HL-60(TB): 0.5*

Results for CC(Nc1ccccc1)c1cccs1 (stereo not drawn) ?
HL-60(TB): 104

Results for CCn1ccnc1C(=O)/C=C/c1ccc(CC(=O)Nc2ccc(F)cc2)cc1 ?
HL-60(TB): 28

Results for O=C(/C(=C\c1ccc([N+](=O)[O-])cc1)S(=O)Cc1ccc(F)cc1)c1ccc(F)cc1 (stereo not drawn) ?
HL-60(TB): 5.7*

How did CCc1c(C)c2cc3nc(-c4ccc(Cl)cc4)oc3c(C)c2oc1=O do in these assays?
HL-60(TB): 99

How did CS(=O)(=O)c1ccc([N+](=O)[O-])cc1 do in these assays?
HL-60(TB): 93

Results for COC(=O)N[C@H]1CCc2c(Br)c(OC)c(OC)c(OC)c2-c2ccc(SC)c(=O)cc21 ?
HL-60(TB): -44*

Results for O=S(=O)(Nc1cccc(Cl)c1)c1ccc(-c2cnc(C3CC3)o2)cc1 ?
HL-60(TB): 2.0*

Results for O=C(Cc1ccccn1)Nc1nnc(OC2CCN(c3nnc(NC(=O)Cc4ccccn4)s3)CC2)s1 ?
HL-60(TB): 94

What do the screens show for `N/C(=N\c1nc(-c2cccc([N+](=O)[O-])c2)cs1)NC(=O)Nc1cccc2ccccc12`?
HL-60(TB): 113

What do the screens show for `Brc1ccc(Nc2nnc(-c3c[nH]c4ccccc34)o2)cc1`?
HL-60(TB): 75

What do the screens show for `CCN(CC)CCCC(Nc1c2ccc(Cl)cc2nc2ccc(OC)cc12)c1ccc(F)cc1` (stereo not drawn)?
HL-60(TB): -37*

How did O=[N+]([O-])c1ccc(/C=C/C=C/c2ccc(S(=O)(=O)F)cc2)c(Cl)c1 do in these assays?
HL-60(TB): 92

What do the screens show for `CCOC(=O)c1ccc(N/C=C/C(=O)c2ccc(Cl)cc2)cc1`?
HL-60(TB): 87

Results for O=C1CNc2cc(Cl)ccc2N1 ?
HL-60(TB): 100

What do the screens show for `CC(C)(N)CNc1ccccc1`?
HL-60(TB): 118

What do the screens show for `COc1ccc(CO)cc1OC`?
HL-60(TB): 93

What do the screens show for `O=C1CSC(c2ccc3c(c2)OCO3)N1Cc1ccccc1` (stereo not drawn)?
HL-60(TB): 79

What do the screens show for `CCOc1cc(C(=O)NCCN(CC)CC)nc2cc(Cl)ccc12`?
HL-60(TB): 96

How did COc1cc(CNC(=O)[C@]23CCC(C)(C)CC2C2=CCC4[C@@]5(C)CCC(OC(C)=O)C(C)(C)C5CC[C@@]4(C)[C@]2(C)CC3)ccc1OCc1cn(-c2cccc([N+](=O)[O-])c2)nn1 (stereo partly drawn) do in these assays?
HL-60(TB): 83

What do the screens show for `Cc1ccc(S(=O)O)cc1`?
HL-60(TB): 91

How did FC(F)(F)c1cccc(N=Nc2cccc(C(F)(F)F)c2)c1 do in these assays?
HL-60(TB): 140
